High-throughput results from PubChem BioAssay.
Glyco luc inh = N-linked glycosylation inhibition; D54 ERlucT glycosylation luciferase reporter, 24 h; percent of 100 nM tunicamycin response; reporter increase, % at 12.5 µM; hit rate 0.23% among 360,000; AID 588692;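 active means mean luciferase reporter signal, scaled so untreated is 0 and the glycosylation-blocking control 100, at or above a set limit in every replicate; inconclusive means mean reaches the limit but not every replicate does; inactive means mean below the limit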;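 further: luciferase carries N-glycosylation sites so blocking glycosylation raises the light; 0% = median of neutral control wells and 100% = median of 100 nM tunicamycin wells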
aDG glyco up = increases alpha dystroglycan glycosylation. Pro5-aDG cells, alpha-DG glycosylation AlphaScreen (IIH6); 0% Pro5, 100% B10-LARGE cell signal. activation, % at 10 µM. hit rate 0.22% among 360,000. AID 624168;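 active means activation of at least 8% versus controls, or a plate z-score of at least 8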;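 further: Pro5 are CHO cells carrying HIG-tagged alpha-DG that lacks glycosylation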
TLR9-MyD88 block = inhibitors of human TLR9-MyD88 binding; Q9NR96+Q99836; CHO BLA complementation TLR9-MyD88, CCF4 FRET ratio; inhibition, % at 4.98 µM; hit rate 0.21% among 340,000; AID 504734;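 active means inhibition above the mean over all tested compounds plus 3 SD, cut at about 21% in these data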;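 further: 0% = DMSO only wells and 100% = clavulanate BLA inhibitor control wells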
Exocytosis inh = blocks lytic granule exocytosis | hit rate 0.66% among 360,000 | TALL-104 LAMP-1 surface exposure, flow cytometry; cells stimulated with thapsigargin and PMA | inhibition, % at 10 µM;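 active means inhibition above about 55%, limit read from the data; inconclusive means no clear call, values can overlap the other calls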
NOD2-RIPK2 inh = inhibitors of human NOD2-RIPK2 interaction; O43353; inhibition, % at 4.98 µM; CHO BLA complementation NOD2-RIPK2, CCF4 ratio; hit rate 0.38% among 360,000; AID 624267; in the data active means inhibition above about 21%;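 further: 0% = vehicle only and 100% = reference blocker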
Vif imaging = HIV Vif inhibition; AID 602346; inhibition, % at 7.49 µM; HEK293T cells, Vif self-association by quenched fluorescence, imaging, 24 h; hit rate 0.35% among 340,000; in the data active means inhibition above about 50%, passing the limit was not always enough; inconclusive means no clear call, values can overlap the other calls; inactive means below about 31%; further: some results filed as inactive read as strong as hits
ABHD5-PLIN5 inh = blocks binding of human ABHD5 to perilipin-5. Split G. princeps luciferase complementation, luminescence, 4 h. inhibition, % at 4 µM. hit rate 0.78% among 360,000;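 active means inhibition above the mean inhibition across every tested compound plus 3 SD, cut at about 22% in these data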;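 further: 0% = DMSO only wells and the 100% control is not disclosed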
Target sequence (Q00G26 whole entry, looked up): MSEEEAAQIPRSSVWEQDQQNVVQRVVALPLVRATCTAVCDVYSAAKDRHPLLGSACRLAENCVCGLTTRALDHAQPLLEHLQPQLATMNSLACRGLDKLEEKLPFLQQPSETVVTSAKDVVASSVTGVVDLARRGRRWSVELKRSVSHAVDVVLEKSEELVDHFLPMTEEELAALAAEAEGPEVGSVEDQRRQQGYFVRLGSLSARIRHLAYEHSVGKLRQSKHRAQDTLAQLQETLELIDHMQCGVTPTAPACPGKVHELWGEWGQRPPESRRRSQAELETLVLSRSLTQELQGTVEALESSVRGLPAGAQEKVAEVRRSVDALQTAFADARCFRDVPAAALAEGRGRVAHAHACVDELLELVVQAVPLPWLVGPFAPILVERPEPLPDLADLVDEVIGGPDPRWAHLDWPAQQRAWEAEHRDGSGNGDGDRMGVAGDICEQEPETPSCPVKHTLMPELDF
Target sequence (Q8WTS1 whole entry, looked up): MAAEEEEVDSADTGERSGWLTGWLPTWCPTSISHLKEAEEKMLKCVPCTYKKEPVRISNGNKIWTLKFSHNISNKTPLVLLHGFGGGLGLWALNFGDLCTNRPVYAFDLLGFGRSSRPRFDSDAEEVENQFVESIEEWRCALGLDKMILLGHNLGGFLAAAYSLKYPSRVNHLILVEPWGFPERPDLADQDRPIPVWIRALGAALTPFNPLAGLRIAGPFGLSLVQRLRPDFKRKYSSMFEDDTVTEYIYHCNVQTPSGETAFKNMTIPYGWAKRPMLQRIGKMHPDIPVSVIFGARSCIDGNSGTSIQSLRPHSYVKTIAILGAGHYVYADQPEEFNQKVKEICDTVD
ABCB6 inh MLPCN = blocks the human ABCB6 transporter; K562-ABCB6 porphyrin accumulation, flow cytometry, 1 h; stronger effect = lower value; hit rate 0.19% among 360,000; Q9NP58; fluorescence ratio to DMSO, % at 10 µM;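 active means fluorescence ratio to DMSO below 75%, the collection mean minus 3 SD; inconclusive means too few cells collected in the well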;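 further: signal is porphyrin accumulated inside mitochondria; 100% equals median channel fluorescence of DMSO control wells; lower ratio means ABCB6 inhibition with less porphyrin fluorescence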
MC4R antagonist = blocks human MC4R cAMP signaling; AID 540295; hit rate 0.48% among 360,000; inhibition, % at 6.5 µM; MC4R-expressing cells, MTII-stimulated cAMP, LANCE TR-FRET;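 active means inhibition above its plate's cutoff, the mean of tested wells on that plate plus 3 SD, cut at about 29% in these data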;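 further: 0% = Melanotan II alone and 100% = Melanotan II plus saturating MCL0020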
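Assay system: U2OS cells stably expressing human melanocortin 4 receptor (MC4R) / Dosing: 6.5 µM / Timing: compound 30 min, challenge 1 h, detection 1 h / Measured by: Eu-cAMP/anti-cAMP TR-FRET, emission 671 nm / Replicates: singlicate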
MC4R ag barr = activates human MC4R beta-arrestin recruitment. U2OS MC4R beta-arrestin complementation, luminescence; percent of melanotan II response, DMSO zero. activation, % at 8.9 µM. P32245. hit rate 0.98% among 360,000. AID 540308;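 active means activation above a per-plate cutoff, the mean activation of sample wells on that plate plus 3 SD, cut at about 8% in these data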
Active calls of the source: *; ? = inconclusive; nt = no result given. These rows are one share of the data. The share of hits here may be higher or lower than overall.

Glyco luc inh,aDG glyco up,TLR9-MyD88 block,Exocytosis inh,NOD2-RIPK2 inh,Vif imaging,ABHD5-PLIN5 inh,ABCB6 inh MLPCN,MC4R antagonist,MC4R ag barr,Structure
4,-0.3,-7,8,-9,3,-3,105,4,0.0,COc1ccccc1C1=NOC(C)(c2sc(-c3ccccc3)nc2C)C1 (configuration not stated)
24,-0.1,-3,-1,-6,1,-3,95,-4,-0.2,CC(=O)Nc1ccc(NC(=O)C(C)OC(=O)c2ccc(S(=O)(=O)N3CCCCCC3)cc2)cc1 (configuration not stated)
-1,0.1,9,-4,4,2,-10,100,-3,-0.8,CN(Cc1nc(CCc2ccccc2)no1)Cc1cccs1
2,0.1,0,12,-12,3,-5,96,7,-1.7,O=C(CCl)NCCCN(C(=O)C(Cl)Cl)c1ccc([N+](=O)[O-])cc1
0,-0.1,-10,-2,-11,-18,2,100,1,0.4,Cc1nn(C)c(C)c1NS(=O)(=O)c1ccc(Cl)s1
0,0.4,6,-9,-2,3,3,101,1,0.1,CC(=O)c1cccc(NC(=O)CSc2ccc(-c3ccccn3)nn2)c1
2,0.1,-5,1,2,nt,-6,102,4,5.1,Cn1c(COc2ccc(Cl)cc2)nc2ccccc2c1=O
2,-0.2,2,-2,2,-6,8,94,8,0.3,COc1ccc(C[C@H]2CN3C(=NC[C@@H]3Cc3ccc(O)cc3)N2C[C@H](C)NC(=O)CCC2CCCCC2)cc1
-6,0.2,-4,17,7,-15,12,106,9,2.7,CCOC(=O)N1CCN(S(=O)(=O)c2ccc(C(=O)N(CCCN(C)C)c3nc4c(C)c(C)ccc4s3)cc2)CC1
0,-0.3,-13,-1,3,-1,6,98,1,0.9,O=C1c2ccccc2C(=O)N1CCCc1c[nH]c2ccccc12

Three compounds out of the list above, ordered by the value under aDG glyco up, ascending.
Molecule,Glyco luc inh,aDG glyco up,TLR9-MyD88 block,Exocytosis inh,NOD2-RIPK2 inh,Vif imaging,ABHD5-PLIN5 inh,ABCB6 inh MLPCN,MC4R antagonist,MC4R ag barr
COc1ccccc1C1=NOC(C)(c2sc(-c3ccccc3)nc2C)C1 (configuration not stated),4,-0.3,-7,8,-9,3,-3,105,4,0.0
Cc1nn(C)c(C)c1NS(=O)(=O)c1ccc(Cl)s1,0,-0.1,-10,-2,-11,-18,2,100,1,0.4
Cn1c(COc2ccc(Cl)cc2)nc2ccccc2c1=O,2,0.1,-5,1,2,nt,-6,102,4,5.1

A few values from the list:
Vif imaging with CC(=O)Nc1ccc(NC(=O)C(C)OC(=O)c2ccc(S(=O)(=O)N3CCCCCC3)cc2)cc1 (configuration not stated) : 1
Vif imaging with CCOC(=O)N1CCN(S(=O)(=O)c2ccc(C(=O)N(CCCN(C)C)c3nc4c(C)c(C)ccc4s3)cc2)CC1 : -15
MC4R antagonist with Cc1nn(C)c(C)c1NS(=O)(=O)c1ccc(Cl)s1 : 1
ABCB6 inh MLPCN with O=C1c2ccccc2C(=O)N1CCCc1c[nH]c2ccccc12 : 98
MC4R ag barr with O=C(CCl)NCCCN(C(=O)C(Cl)Cl)c1ccc([N+](=O)[O-])cc1 : -1.7

Returning to the listing, repeating the five entries before the break.
Glyco luc inh,aDG glyco up,TLR9-MyD88 block,Exocytosis inh,NOD2-RIPK2 inh,Vif imaging,ABHD5-PLIN5 inh,ABCB6 inh MLPCN,MC4R antagonist,MC4R ag barr,Structure
0,0.4,6,-9,-2,3,3,101,1,0.1,CC(=O)c1cccc(NC(=O)CSc2ccc(-c3ccccn3)nn2)c1
2,0.1,-5,1,2,nt,-6,102,4,5.1,Cn1c(COc2ccc(Cl)cc2)nc2ccccc2c1=O
2,-0.2,2,-2,2,-6,8,94,8,0.3,COc1ccc(C[C@H]2CN3C(=NC[C@@H]3Cc3ccc(O)cc3)N2C[C@H](C)NC(=O)CCC2CCCCC2)cc1
-6,0.2,-4,17,7,-15,12,106,9,2.7,CCOC(=O)N1CCN(S(=O)(=O)c2ccc(C(=O)N(CCCN(C)C)c3nc4c(C)c(C)ccc4s3)cc2)CC1
0,-0.3,-13,-1,3,-1,6,98,1,0.9,O=C1c2ccccc2C(=O)N1CCCc1c[nH]c2ccccc12
2,0.0,-5,0,-12,-1,-3,94,-3,-2.2,CCCC(O)(c1ccc(OC)cc1)C(CN(C)C)c1ccccc1 (configuration not stated)
0,-0.2,-1,1,-13,nt,-10,96,2,5.3,Cc1ccccc1-c1noc(-c2cccs2)n1
-23,0.0,8,-4,-3,-3,10,95,-4,-1.7,O=C(CN1C(=O)c2ccccc2S1(=O)=O)c1cccc(Br)c1
1,0.3,5,8,-10,0,-1,100,8,-1.7,O=c1c2c([nH]c3ccc(Br)cc13)CCCC2
1,-0.2,2,-3,0,2,-6,95,0,-0.8,Cc1cc(C)c(C(=O)CN2C(=O)NC3(CCC(C)CC3)C2=O)cc1C (configuration not stated)
5,-0.1,5,0,9,0,4,106,25,-0.9,O=[N+]([O-])c1cc(/C=N/n2c(-c3ccncc3)n[nH]c2=S)ccc1Cl
1,-0.1,-13,-5,-14,-26,0,91,1,0.5,COc1ccc(C(C)=O)cc1CC(=O)Nc1cccc(S(=O)(=O)N2CCOCC2)c1
1,-0.1,0,-3,6,4,-12,97,11,-1.6,CC(=O)Nc1ccc(NC(=S)Nc2ccccc2)cc1
0,0.1,-5,0,-73,-18,-1,99,-1,1.6,CCC1CCCCN1CC(=O)c1c(C)[nH]c2ccccc12 (configuration not stated)
?,-0.1,-1,0,7,9,8,90,8,0.5,Cc1ccc(-c2cc(C(=O)NCC(c3ccccc3)N(C)C)c3ccccc3n2)o1 (configuration not stated)
0,2.8,-6,-22,-12,-6,-7,89,-2,-2.4,CCCn1c2ccccc2c2cnn(CC(=O)NC3CCCCC3)c(=O)c21
1,0.1,-9,-1,-6,1,-11,110,3,-2.4,COc1ccccc1/C=C1\SC(=S)N(Nc2nc(C)cc(C)n2)C1=O
2,0.0,2,-1,-4,6,-3,100,8,-3.8,CCCCn1c(N)c(N(CCOC)C(=O)c2cccc(OCc3ccccc3)c2)c(=O)[nH]c1=O
0,0.1,1,-2,-8,-1,6,87,-8,2.2,O=C(CN1CCCCCCC1)NC(=O)NC1CCCCC1
-1,0.4,7,3,6,-4,-8,98,1,-1.3,Cc1ccccc1OC(C)C(=O)Nc1ccc2c(c1)OCCO2 (configuration not stated)
2,0.0,-14,-2,-4,-1,5,97,0,-2.1,COc1ccc(CCNC(=O)CN2C(=O)COc3ccc(S(=O)(=O)N4CCOCC4)cc32)cc1OC
2,0.1,7,-3,-1,7,3,96,-1,-1.0,CC(=O)NC(CC(=O)O)c1ccccc1 (configuration not stated)
2,-0.1,0,8,1,4,0,96,-3,-2.1,CCOC(=O)N1CCC(NCCNC(=O)c2ccco2)CC1
-2,-0.2,2,-1,-12,-13,-2,98,13,-1.2,COc1ccc(/C=N/Nc2nnc(Cc3ccccc3)c(=O)[nH]2)cc1OC
-3,-0.1,2,-5,5,-3,4,94,0,-0.5,COc1ccc(/C(C#N)=C/c2ccccn2)cc1
1,0.5,3,4,6,2,3,98,-1,-2.8,Cc1ccc(NC(=C(C#N)C#N)c2ccccc2)cc1
-2,0.0,-6,-2,-6,-5,-3,104,1,-1.0,Nc1nc2c(ncn2COC(CO)CO)c(=O)[nH]1
-6,-0.3,9,-2,-1,-6,-6,92,-64,1.4,CCCc1nc(SCC(=O)N2CCC(Cc3ccccc3)CC2)c2c(=O)n(C)c(=O)n(C)c2n1
1,0.2,-17,5,-3,-2,8,96,5,-0.7,C[C@H](CO)N1C[C@H](C)[C@@H](CN(C)C(=O)Nc2ccc(C(F)(F)F)cc2)Oc2ccc(NS(=O)(=O)c3ccc(F)cc3)cc2C1=O
-1,-0.1,-2,-3,-11,0,-3,97,13,-0.7,C/C(=N/NC(=O)c1cccs1)c1cccs1
-5,2.9,-1,2,0,nt,5,91,-6,-2.4,NC(=O)C1CC(=O)N(c2ccc(OCc3ccc(Cl)c(Cl)c3)cc2)C1 (configuration not stated)
-5,-0.1,11,1,-9,-2,-5,88,10,2.1,CN(C)c1ccc(-c2noc(-c3ccccc3O)n2)cc1
9,0.0,7,3,-3,5,1,97,1,-0.6,COc1cccc(Cl)c1NC(=O)N1CCc2c([nH]c3ccccc23)C1C(F)(F)F (configuration not stated)
3,0.0,-10,3,6,-5,-10,99,12,0.5,CCc1ccc(NC(=O)CCc2ccc(CC)o2)cc1
3,1.4,nt,0,-11,-1,1,99,-5,2.8,NC(Cc1ccc(F)cc1)c1csc(Nc2nccc(C(F)(F)F)n2)n1 (configuration not stated)
-12,0.3,-6,24,-6,-9,-3,105,13,0.7,CC1Sc2ccc(C(=O)Nc3ncccc3O)cc2NC1=O (configuration not stated)
1,-0.1,2,6,-14,11,1,101,6,-1.6,COc1ccc(/C=C/C(=O)NCC(=O)N2CCC(N(C)CCN3CCOCC3)CC2)cc1OC
1,0.0,2,-2,-4,-3,0,91,10,-2.3,O=S(=O)(NCc1csc(-c2cccnc2)n1)c1ccc(Br)cc1
-2,-0.2,-5,0,2,6,-2,101,7,-1.4,CC(=O)Oc1cccc(N2C(=O)C3C4C=CC(C4)C3C2=O)c1 (configuration not stated)
1,1.3,1,-4,3,5,-6,108,17,-0.4,Cc1c2c(nc3ccccc13)CCC(C)C2 (configuration not stated)
-4,0.0,-3,0,-17,-4,0,97,3,3.4,O=C(Nc1ccc(-c2nc3cccnc3s2)cc1)c1ccc(Cl)nc1
0,-0.1,3,-4,-18,?,-1,180,-1,-0.6,CC(=O)c1cccc(NC(=O)c2cnn3ccccc23)c1
0,0.2,-7,-3,9,1,-9,85,-3,-3.0,COc1ccc(C(=O)NCc2ccc(F)cc2)cc1S(=O)(=O)N1CCCC1
9,-0.2,-4,-6,-5,1,0,96,0,-2.5,Cc1ccc(NC(=O)c2cc([N+](=O)[O-])ccc2N2CCCC2)cc1
1,-0.2,-5,2,-9,-1,-6,100,19,-1.7,Cc1ccc(Cl)cc1NC(=O)CN1C(=O)NC(C)(C2CC2)C1=O (configuration not stated)
1,-0.2,-11,1,-6,-10,4,99,11,-2.8,CC(=O)N(CCN1CCOCC1)Cc1cc2cc3c(cc2nc1Cl)OCO3
-2,0.2,-6,2,-3,-1,7,85,0,0.6,O=C(Nc1cccc(F)c1)C1CC(=O)N(c2ccc(Cl)cc2)C1 (configuration not stated)
-1,0.6,4,2,-5,-3,-2,101,5,-1.9,COc1cc(/C=C2\SC(=O)N(c3ccc(Cl)cc3)C2=O)cc([N+](=O)[O-])c1O
-2,0.0,-1,1,-2,-7,1,95,7,-1.1,Cc1nc(C(=O)Nc2cc(Cl)ccc2Cl)nn1-c1cc(OC(C)C)c(Cl)cc1Cl
-1,-0.4,4,-1,5,10,-1,101,13,0.8,CCN(CC)CCNC(=O)Cc1nn(Cc2ccccc2)c(=O)c2ccccc12
